Screens (PubChem)
NTMT1 inh – Primary qHTS for Inhibitors of N-terminal methyltransferase 1 (NTMT1): MTaseGlo Assay | N-terminal Xaa-Pro-Lys N-methyltransferase 1 (Homo sapiens), Q9BV86 | NTMT1 MTase-Glo SAH luminescence, purified enzyme | Potency, µM (series often up to 114 µM), for inactives: top-dose activity change, negative = inhibition, hits mostly inhibitors | actives 2.5% (n = 59,000) | AID 1645870, 2021;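 note: potency is the fitted concentration of half-maximal effect; plate controls were DMSO vehicle for no effect and no enzyme for full effect; nearly all actives have a fitted effect of over 65% in size; many of its hits are not listed in these tables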
p53null 32C kill – qHTS Screen for Compounds that Selectively Target Cancer Cells with p53 Mutations: Cytotoxicity of p53 Null Cells at the Permissive Temperature; actives 0.62% (n = 55,000); Potency, µM (series often up to 46.1 µM), without a hit: at the top dose activity change, negative = cytotoxicity, most hits filed as cytotoxic; AID 903, 2007; H1299-neo p53 null cells, ATP luminescence, 24 h, 32C;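 note: potency is the fitted concentration of half-maximal effect; 0% = DMSO only and -100% = full killing by 100 µM tamoxifen; nearly all actives have a fitted effect of over 55% in size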
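Luminescent ATP readout gave cell viability of p53-null H1299-neo cells after a 24 h compound exposure at the permissive 32C. Titrations ran up to 46 uM, and AC50s were fitted with the standard Hill equation.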
B2AR arrestin ag – qHTS assay of beta-arrestin-biased ligands of beta2-adrenergic receptor: NCGC Sytravon Library Screen. 44,000 tested, under 10 active. AID 1347077, 2019. Potency, µM (titrated, usually from 46.1 µM), for the others: at the highest dose activation, actives largely listed as activators. HTLA Tango cells, beta-arrestin recruitment, luciferase luminescence, 18 h;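 note: potency is the fitted concentration of half-maximal effect; 0% = DMSO and full agonism = EC100 isoproterenol or metaproterenol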
Target sequence (P07550 whole entry, looked up): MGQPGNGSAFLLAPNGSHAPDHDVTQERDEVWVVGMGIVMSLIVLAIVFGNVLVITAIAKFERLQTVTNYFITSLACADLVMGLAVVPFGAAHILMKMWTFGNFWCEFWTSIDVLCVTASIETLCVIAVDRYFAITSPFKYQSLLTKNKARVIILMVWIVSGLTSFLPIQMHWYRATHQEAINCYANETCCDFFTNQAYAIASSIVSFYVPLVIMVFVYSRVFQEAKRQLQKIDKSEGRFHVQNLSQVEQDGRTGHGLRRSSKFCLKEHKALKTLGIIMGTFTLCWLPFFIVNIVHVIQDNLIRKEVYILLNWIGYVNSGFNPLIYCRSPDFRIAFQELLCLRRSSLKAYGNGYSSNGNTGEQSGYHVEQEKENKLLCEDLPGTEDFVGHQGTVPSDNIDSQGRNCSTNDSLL
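Receptor–beta-arrestin recruitment read by tTA-responsive luciferase: compound titrations (up to 46 µM) incubated 18 h with Tango cells, then luminescent substrate 15 min at room temperature. Concentration-response fits classified by r2, efficacy and activity.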
GALK inhibitor – qHTS Assay for Inhibitors of Human Galactokinase (GALK): NCGC Sytravon Library Screen; P51570; recombinant GALK, Kinase-Glo ATP luminescence, 1 h; Potency, µM (top dose mostly 57.5 µM), for inactives: at the top dose activity, negative = inhibition, most hits filed as inhibitors; 44,000 tested, under 10 active; AID 1347072, 2019;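 note: plate controls were full GALK reaction for no effect and reaction lacking GALK for full effect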
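5 nM GALK with 35 µM ATP and 100 µM galactose in HEPES pH 8.0, MgCl2, NaCl, DTT, BSA; 1 h RT reaction, remaining ATP detected by Kinase-Glo Plus luminescence after 10 min; qHTS concentration series.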
p53null 39C tox – qHTS Screen for Compounds that Selectively Target Cancer Cells with p53 Mutations: Cytotoxicity of p53 Null Cells at the Nonpermissive Temperature | H1299 p53-null (neo) cells, 39C, ATPlite viability, 24 h | Potency, µM (top dose mostly 46.1 µM), for the others: top-dose activity, negative = cell killing, most hits filed as cytotoxic | actives 0.97% (n = 55,000) | AID 904, 2007;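 note: potency is the fitted concentration of half-maximal effect; 0% = DMSO only and -100% = full killing by 100 µM tamoxifen; nearly all actives have a fitted effect of over 50% in size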
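Concentration-response (up to 46 uM) was run for 24 h at the nonpermissive 39C on H1299-p53A138V or H1299-neo cells. ATP content was measured with ATPlite luminescence. AC50 values were Hill-modeled after normalizing between DMSO and 100 uM tamoxifen killing.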
FH mod – Identification of activators of human fumarate hydratase by quantitative high-throughput screening | AID 1347055, 2019 | FH coupled MDH/diaphorase resazurin fluorescence, 15 min | Potency, µM (highest dose often 79.9 µM), without a hit: at the top dose activity change, negative = inhibition, usual class: inhibitors | actives 0.22% (n = 54,000) | Fumarate hydratase, mitochondrial (Homo sapiens), P07954; note: potency is the fitted concentration of half-maximal effect; % is set by controls: 0 for no effect and ±100 for the full control effect; the screen sought activators but most active calls are inhibition curves; nearly all actives have a fitted effect of over 45% in size
Target sequence (P07954 whole entry, looked up): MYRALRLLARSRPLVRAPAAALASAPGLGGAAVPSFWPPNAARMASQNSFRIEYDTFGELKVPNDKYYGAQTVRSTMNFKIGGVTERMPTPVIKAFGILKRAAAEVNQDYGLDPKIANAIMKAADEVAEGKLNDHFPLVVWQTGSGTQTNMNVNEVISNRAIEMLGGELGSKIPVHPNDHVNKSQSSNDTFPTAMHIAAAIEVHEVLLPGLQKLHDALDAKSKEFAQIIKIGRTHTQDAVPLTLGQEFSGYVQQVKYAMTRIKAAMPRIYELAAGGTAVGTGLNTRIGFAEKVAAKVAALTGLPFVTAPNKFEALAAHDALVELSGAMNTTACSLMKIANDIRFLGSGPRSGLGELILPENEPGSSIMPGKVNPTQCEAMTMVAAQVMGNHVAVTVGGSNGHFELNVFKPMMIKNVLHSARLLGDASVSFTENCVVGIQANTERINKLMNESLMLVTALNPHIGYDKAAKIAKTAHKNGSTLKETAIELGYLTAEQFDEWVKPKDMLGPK
TSG101-PTAP inh – qHTS Validation Assay for Inhibitors of HIV-1 Budding by Blocking the Interaction of PTAP/TSG101: Sytravon Library Screen. Tumor susceptibility gene 101 protein (Homo sapiens), Q99816. Fluorescence polarization, FITC-PTAP peptide/Tsg101, 20 min. Potency, µM (highest dose often 115 µM), for inactives: at the highest dose activity change, negative = inhibition, usual class: inhibitors. 44,000 tested, under 10 active; note: potency is the fitted concentration of half-maximal effect; 0% is about no effect
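Fluorescence polarization: Tsg101 binding domain (10 uM final) in 10 mM HEPES pH 7.5, 0.15 M NaCl, 0.01% Tween 20, 3 mM EDTA, 0.1 mM TCEP; compounds pinned; FITC-PTAP peptide 50 nM final; 20 min, r.t.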
Numbers without * were called inactive; ? = inconclusive; . = not tested or not shown; & = joins results of further samples; [ ] = another dose, or the depositor's remark. Calls come from the whole dose curve; as a rule, active = well fitted curve in the direction sought with a large enough effect; inconclusive = small, poorly fitted or top-dose-only effect, or another doubt; inactive = no such curve, though single readings can be large; an effect the other way counts as inactive or inconclusive. Only part of the results is shown (hit frequency here may not be typical).

Value order – FH mod | TSG101-PTAP inh | p53null 32C kill | GALK inhibitor | p53null 39C tox | NTMT1 inh | B2AR arrestin ag
CCOC(=O)C1CCCN(S(=O)(=O)c2ccc(F)c(C(=O)Nc3ccc(F)c(F)c3)c2)C1 (stereo unspecified)
  ? | -1% | 3% | 1% | 13% | 6% | -1%
COc1ccc(Cn2c(SCc3ccc(C(=O)NC4CCCCC4)cc3)nc3ccncc32)cc1
  -21% | 2% | 0% | -2% | -8% | 3% | 1%
COc1cccc2c1Oc1ncccc1N(c1ccc(C(=O)NCc3ccccc3Cl)s1)C2
  -12% | -4% | 0% | 0% | 15% | -5% | 2%
CCN(CC)C(=O)C1CCN(S(=O)(=O)c2c(C)noc2/C=C/c2cccc(OC)c2)CC1
  -13% | 0% | 0% | 0% | 18% | 11% | -2%
COc1ccc(Cl)cc1CNCCSc1nnnn1C
  -7% | 96%[activator] | -2% | -1% | 11% | -2% | 1%
O=C(c1cccs1)c1cn(CCOc2ccccc2Cl)c2ccccc12
  -6% | -2% | 1% | 0% | -12% | 19% | -2%
Cc1ccc(S(=O)(=O)NCc2ccc(C(=O)NCCc3cccc(C)c3)cc2)cc1
  -12% | -3% | 15% | -3% | 17% | 14% | 3%
COc1ccccc1NC(=O)C1=C(C)Nc2nc(SCc3ccccc3F)nn2C1c1cccnc1 (stereo unspecified)
  -4% | 0% | 1% | -5% | 23% | 7% | 1%
CCOc1ccccc1NC(=O)c1cnc(N2CCOCC2)c2ccccc12
  -19% | -2% | -3% | 2% | 45%[activator] | 2% | -1%
CCN(CC)c1cc2c(cc1F)c(=O)c(S(=O)(=O)c1ccc(OC)cc1)cn2Cc1ccccc1
  -7% | -1% | -2% | 0% | -3% | 4% | 1%
CCCn1c(=N)c(C(=O)NC(C)c2ccccc2)cc2c(=O)n3ccccc3nc21 (stereo unspecified)
  14% | 0% | -11% | ? | 11% | 9% | 1%
CCOc1cccc(C(=O)N(Cc2ccc(C)o2)C2CCS(=O)(=O)C2)c1 (stereo unspecified)
  -3% | -2% | 1% | 5% | 4% | -4% | 0%
CCC(C(=O)Nc1ccc(C(C)=O)cc1)n1cnc2nc3c(cc2c1=O)CCCC3 (stereo unspecified)
  -4% | 0% | 9% | -4% | -2% | 4% | 0%
CCc1ccc(NC(=O)c2ccc(Cn3nc(N4CCN(c5ccccc5)CC4)ccc3=O)o2)cc1
  -21% | 1% | 5% | 1% | -16% | ? | 0%
Cc1cc(-c2ccc(C)c(S(=O)(=O)N3CCN(c4cccc(C(F)(F)F)c4)CC3)c2)on1
  -18% | -3% | -4% | 4% | 6% | 8% | 0%
CCOC(=O)c1ccc(NC(=O)Cn2c3ncccc3c(=O)n2-c2ccc(C)c(C)c2)cc1
  -17% | 0% | 6% | 3% | 3% | 3% | 0%
COc1ccc(CCNC(=O)C(=O)NCC(c2ccc3c(c2)OCO3)N2CCOCC2)cc1OC (stereo unspecified)
  2% | -5% | ? | 1% | 19% | 7% | 0%
CCCCSCCCNC(=O)CN1C(=O)COc2ccc(S(=O)(=O)N3CCC(C)CC3)cc21
  -8% | -8% | 3% | -16% | 15% | 11% | 0%
CCOC(=O)c1c(NC(=O)COc2cc(C)ccc2C(C)C)sc2c1CCCC2
  -12% | -1% | 3% | 0% | -1% | -2% | 0%
CCOc1ccccc1-n1c(N)c(C(=O)OC)c2nc3ccccc3nc21
  5% | 2% | 0% | -1% | -3% | 12% | 1%

Further records follow.
Value order – FH mod | TSG101-PTAP inh | p53null 32C kill | GALK inhibitor | p53null 39C tox | NTMT1 inh | B2AR arrestin ag
Cc1nc(CC(=O)Nc2ccc(C(N)=O)cc2)cs1
  18% | 1% | -5% | -3% | ? | -17% | -2%
Cc1ccccc1CN1c2ccccc2S(=O)(=O)c2ccccc21
  -18% | -1% | 3% | 2% | 13% | 5% | 0%
CCCCNC(=O)CCCn1c(=O)c2ccccc2n(Cc2ccc(Cl)cc2)c1=O
  -34% | 5% | 2% | 5% | -11% | -2% | 1%
CN(C)CCNC(=O)Cn1nc(N2CCN(c3ccccc3)CC2)ccc1=O
  -5% | -3% | 4% | 0% | 2% | ? | 0%
CCOC(=O)c1c(NC(=O)C(C)Sc2cn(CCNC(=O)c3ccc(OCC)cc3)c3ccccc23)sc2c1CCC2 (stereo unspecified)
  -5% | -1% | . | 9% | . | -3% | 0%
CC(=O)c1ccc(NC(=O)CCn2nc(C)c(S(=O)(=O)N3CCC(C)CC3)c2C)cc1
  -3% | -1% | -1% | 0% | 3% | -8% | 0%
COc1cc(OC)cc(-n2c(=O)c3ccccc3n(Cc3ccccc3C#N)c2=O)c1
  7% | -10% | 1% | -1% | -12% | 4% | 0%
CCOc1ccc(-c2cc3nc(C4CCN(C(=O)OC(C)(C)C)CC4)c(C(=O)Nc4ccc(C)cc4C)cn3n2)cc1
  -17% | 10% | ? | 5% | 13% | -5% | -1%
Cc1ccc(CNC(=O)CCS(=O)(=O)c2cc3c(cc2Cl)NC(=O)CO3)cc1
  3% | -3% | 18% | 1% | 21% | -7% | 3%
Cc1cccc(CSCCNC(=O)C2CCN(S(=O)(=O)Cc3ccccc3)CC2)c1
  . | -4% | 22% | 1% | 11% | . | -3%
CCCCCCn1c(/C=C/c2ccccc2)nc2ccccc21
  -21% | 1% | -22% | 0% | 13µM* | 6% | 0%
Cc1ccc(Cl)cc1N1CCN(C(=O)CCSCc2ccccc2F)CC1
  -22% | -5% | 7% | -7% | 18% | -5% | -1%
Cc1ccc(NC(=O)CN2C(=O)CSc3ccc(S(=O)(=O)N4CCCC4)cc32)c(C)c1
  -15% | 1% | 4% | ? | 2% | 4% | -1%
COc1ccc(-c2cc(C(=O)Oc3cccc(C)c3)c3ccccc3n2)cc1
  -9% | -5% | -22% | -1% | ? | -14% | -2%
Cc1ccc(CN(Cc2ccco2)C(=O)COc2cccc(C)c2C)o1
  -18% | -2% | 4% | 1% | -15% | -1% | -2%
CCc1ccccc1NCc1nnc2n1CCCCC2
  -5% | 1% | 9% | -4% | -23% | 5% | -1%
COC(=O)c1ccccc1NC(=O)CSc1n[nH]c(C)n1
  -7% | -7% | 1%&2% | 0% | -16%&28% | -17% | 0%
Cc1ccc(N(CC(=O)Nc2ccc(Br)cc2)S(=O)(=O)c2cccs2)cc1
  -7% | 1% | -7% | 7% | -11% | 8% | 0%
CCn1c2ccccc2c2cc(NC(=O)COc3cccc(C)c3)ccc21
  ? | -2% | -21% | -1% | -23% | -3% | 0%
CSc1cccc(NC(=O)CN(c2ccccc2)S(=O)(=O)N(C)C)c1
  ? | 2% | -4% | 1% | -26% | -10% | 1%

(further entries)
Value order – FH mod | TSG101-PTAP inh | p53null 32C kill | GALK inhibitor | p53null 39C tox | NTMT1 inh | B2AR arrestin ag
COCCCNC(=O)c1ccc(-n2c(-c3ccccc3)cc3c2CCCCC3)cc1
  4% | -4% | -19% | -1% | 3% | -7% | 3%
COc1ccc(C2c3c(-c4ccc(F)cc4)n[nH]c3C(=O)N2c2ccccc2)cc1OC (stereo unspecified)
  ? | -6% | 28% | 3% | ? | 14% | -1%
CC(=O)N1c2ccc(S(=O)(=O)N3CCC(C(=O)Nc4cccc(Cl)c4C)CC3)cc2CC1C (stereo unspecified)
  -6% | -7% | -3% | 0% | -22% | 11% | 1%
Cc1cc(C)n(-c2nnc(Nc3ccc(C)c(C)c3)c3ccccc23)n1
  -9% | 0% | -4% | -10% | -7% | -8% | -2%
CN(C(=O)Cn1cnc2onc(-c3ccc(F)cc3)c2c1=O)c1ccccc1Cl
  -13% | -1% | 5% | -1% | 0% | 4% | 0%
CCOc1ccc(C(=O)Nc2cccc(NC(=O)c3ccco3)c2)cc1Cl
  4% | -13% | -7% | 0% | 14% | -1% | 0%
CCOc1ccccc1NC(=O)CSc1c2c(nc3ccc(Cl)cc13)CCCC2
  -17% | -2% | 41%[activator] | 0% | 39%[activator] | 5% | 1%
O=C(Cn1cc(C(=O)C(F)(F)F)c2ccccc21)N1CCCCCC1
  -18% | -6% | -2% | 0% | -6% | 2% | -2%
Cc1nn2c(=O)cc(COC(=O)c3ccccc3NC(=O)C(C)C)nc2s1
  ? | 0% | -1% | -1% | ? | ? | 0%
COc1cc2[nH]c(=O)n(CCCC(=O)NCc3ccc(Cl)cc3)c(=O)c2cc1OC
  -12% | 0% | 7% | 0% | -27% | -1% | 0%
CCCCCCOc1ccc(C2C(=O)N(C3CCCCC3)CC(=O)N2C2CCCCC2)cc1 (stereo unspecified)
  -7% | 0% | -3% | -1% | 7% | 15% | -1%
Cc1c(Cl)cccc1Nc1nn2c(=O)c3ccc(C(=O)NCCc4ccccc4)cc3nc2s1
  0% | -2% | ? | 0% | ? | 8% | -1%
Cc1ccc(C)c(NC(=O)Cn2cc(C(=O)c3cccs3)c3ccccc32)c1
  ? | 2% | -5% | 4% | -11% | 5% | -2%
CCOC(=O)C1=C(CN2CCN(c3ccc(OC)cc3)CC2)NC(=O)NC1c1ccc(OC)cc1 (stereo unspecified)
  -10% | 2% | -3% | 1% | -7% | ? | -1%
CC(C)Cc1ccc(S(=O)(=O)NCc2nc3cccnc3n2Cc2ccccc2)cc1
  -1% | -1% | 8% | 1% | -3% | 11% | 0%
CCOc1cc(-c2nnc(SCC(=O)NCCCOC)nc2-c2ccc(OC)c(OCC)c2)ccc1OC
  -4% | 3% | 20% | -2% | -1% | 6% | -1%
COc1cccc(CNC(=O)CCCn2nc(C)c3c(C)n(-c4ccc(C)cc4)nc3c2=O)c1OC
  -19% | -3% | 7% | 2% | -4% | ? | 0%
Cc1ccc(NC(=O)CCS(=O)(=O)c2ccc3c(c2)oc(=O)n3C)c(Br)c1
  ? | -4% | 7% | 1% | -18% | 16% | -1%
O=C(Nc1ccc(F)c(Cl)c1)c1cc(S(=O)(=O)N2CCc3ccccc3C2)ccc1F
  ? | 3% | 1% | 0% | 0% | 5% | -1%

Complete entries from above. Screens in order: FH mod | TSG101-PTAP inh | p53null 32C kill | GALK inhibitor | p53null 39C tox | NTMT1 inh | B2AR arrestin ag
`CCOc1ccccc1NC(=O)CSc1c2c(nc3ccc(Cl)cc13)CCCC2` is listed with -17% | -2% | 41%[activator] | 0% | 39%[activator] | 5% | 1%
`CC(C)Cc1ccc(S(=O)(=O)NCc2nc3cccnc3n2Cc2ccccc2)cc1` is listed with -1% | -1% | 8% | 1% | -3% | 11% | 0%
